# FLuc modulator – inhibits or activates purified firefly luciferase, miR-21 counter-screen; P08659; purified FLuc, Km substrates, luminescence inhibition; Potency, µM (highest dose often 57.5 µM), for inactives: at the top dose activity change, negative = inhibition, usual class: inhibitors; 360,000 tested, 6.9% active;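 further: plate controls were vehicle for no effect and reference inhibitor for full effect; nearly all actives have a fitted effect of over 55% in size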
#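 Biochemical qHTS of compounds, final roughly 60 µM downward over six points, against 10 nM purified firefly luciferase using Km concentrations of substrates (10 uM D-luciferin, 10 uM ATP) in Tris acetate pH 7.5 buffer; luminescence output.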
# NPC1 promoter act – NPC1 promoter activation. Huh7 NPC1 promoter luciferase reporter, 24 h. Potency, µM (highest dose often 9.22 µM), inactives show at the top dose activation, most hits filed as activators. 320,000 tested, 2.4% active. AID 485313;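 further: % of control where 0% means no effect; nearly all actives have a fitted effect of over 60% in size; reporter is driven by a mutant NPC1 promoter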
#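 Compounds in DMSO were transferred onto Huh7 NPC1-luciferase reporter cells pre-incubated 2 h; after 24 h at 37 °C, Amplite reagent was dispensed and luminescence recorded 10 min later.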
# Rab9 promoter act – activators of Rab9 promoter; Potency, µM (titrated, usually from 9.22 µM), for the others: top-dose activation, negative = inhibition, hits mostly activators; 320,000 tested, 2.8% active; Huh7 Rab9 promoter-luciferase reporter, luminescence, 24 h; AID 485297; further: % of control where 0% means no effect; nearly all actives have a fitted effect of over 60% in size
#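 Quantitative HTS format; Huh7 Rab9-luciferase reporter cells (1500/well) receive compound 2 h post-plating, incubate 24 h at 37 °C, then get luciferase reagent for 10 min before luminescence reading.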
# uPA generation – cell surface uPA generation inhibition; cell surface uPA generation assay, qHTS; Potency, µM (series often up to 38.3 µM), for the others: at the top dose activity change, negative = inhibition, hits mostly inhibitors; 330,000 tested, 0.31% active; AID 540303; active means well fitted inhibition curve with a large enough effect; inconclusive means small, poorly fitted or top-dose-only effect; inactive means no such curve, though single readings can be large or run the other way; tested in mouse RAW 264.7 cells; further: on the % scale 0 is the no-effect control and ±100 the full control effect; nearly all actives have a fitted effect of over 55% in size
# RORg inh – inhibitors of mouse ROR gamma transcriptional activity. Drosophila S2 Gal4-RORgamma UAS-luciferase reporter, 20 h. Potency, µM (top dose mostly 53.6 µM), inactives show top-dose activity change, negative = inhibition, usual class: inhibitors. AID 2551. 310,000 tested, 5.4% active; further: on the % scale 0 is the no-effect control and ±100 the full control effect; nearly all actives have a fitted effect of over 60% in size
# Target sequence (P51450 whole entry, looked up, the tested form may be a part): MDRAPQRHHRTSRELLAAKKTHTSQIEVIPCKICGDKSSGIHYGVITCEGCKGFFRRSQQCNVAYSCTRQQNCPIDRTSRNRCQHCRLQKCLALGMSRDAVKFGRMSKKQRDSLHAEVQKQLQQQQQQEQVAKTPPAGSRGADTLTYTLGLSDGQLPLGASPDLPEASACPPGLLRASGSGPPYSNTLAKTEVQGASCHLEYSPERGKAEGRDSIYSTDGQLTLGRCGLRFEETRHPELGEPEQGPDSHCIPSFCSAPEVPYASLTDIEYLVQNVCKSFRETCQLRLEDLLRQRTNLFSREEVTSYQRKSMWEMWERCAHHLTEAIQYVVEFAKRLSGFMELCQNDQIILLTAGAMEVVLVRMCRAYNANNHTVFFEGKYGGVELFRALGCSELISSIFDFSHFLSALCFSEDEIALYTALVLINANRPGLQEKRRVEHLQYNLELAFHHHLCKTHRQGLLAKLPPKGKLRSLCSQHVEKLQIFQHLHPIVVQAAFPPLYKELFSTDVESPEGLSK
#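 Using a luciferase readout, inhibitors were identified by reduced reporter activity in Drosophila cells coexpressing a copper-inducible Gal4–ROR gamma fusion and UAS-driven Photinus luciferase, incubated 20 hr after 700 uM copper sulfate.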
# ELG1 genotox – inducers of genotoxicity in HEK293T ELG1-luciferase cells; HEK293T ELG1-luciferase reporter, luminescence, 16 h; Potency, µM (series often up to 46 µM), without a hit: at the top dose activity change, positive = activation, actives largely listed as activators; 330,000 tested, 1.3% active; AID 504466; further: % of control where 0% means no effect; nearly all actives have a fitted effect of over 60% in size
#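 Quantitative HTS format in 1536-well plates. HEK293T ELG1-luciferase reporter cells receive test compound and are incubated 16 hr at 37 °C, 5% CO2; ONE-Glo added, 30 min room temperature, then luminescence read.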
# Gal4-VP16 FLuc – counter-screen for ROR gamma inhibitors: Gal4-VP16 reporter; Drosophila S2 Gal4-VP16 UAS-luciferase, luminescence, 20 h; Potency, µM (top dose mostly 53.6 µM), for the others: at the highest dose activity, negative = inhibition, hits mostly inhibitors; 310,000 tested, 3.5% active; AID 2546;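 further: Gal4-VP16 expression switched on by copper sulfate through the metallothionein promoter; on the % scale 0 is the no-effect control and ±100 the full control effect; nearly all actives have a fitted effect of over 50% in size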
# p53 reactivation – re-activators of mutant p53; H1299 p53-A138V BP100-luciferase reporter, luminescence, 24 h; Potency, µM (highest dose often 92.2 µM), for inactives: at the highest dose activity change, positive = activation, actives largely listed as activators; 320,000 tested, 0.063% active; AID 504706; further: % of control where 0% means no effect; nearly all actives have a fitted effect of over 45% in size
#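 p53-null H1299 cells stably carrying temperature-sensitive p53-A138V and a BP100-luciferase reporter were pinned with compounds (4-point, 1:5 series) and held 24 hrs at 37 deg C. Luminescence was read 10 min after detection reagent.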
# MBNL1 CUG block – blocks human MBNL1 binding to CUG repeat RNA. Q9NR56. TR-FRET MBNL1-His/biotin-(CUG)12 binding, 665/545 ratio. 280,000 tested, 0.036% active. Potency, µM (top dose mostly 57.5 µM), without a hit: top-dose activity change, negative = inhibition, most hits filed as inhibitors. AID 2675; active means well fitted inhibition curve with a large enough effect in the signal ratio, with a control signal flat, not every such curve was filed as active; inconclusive means small, poorly fitted or top-dose-only effect, or effect the other way, or a change in a side signal; inactive means no such curve, though single readings can be large or run the other way; the % refers to the signal ratio; further: on the % scale 0 is the no-effect control and ±100 the full control effect
# Target sequence (Q9NR56 whole entry, looked up): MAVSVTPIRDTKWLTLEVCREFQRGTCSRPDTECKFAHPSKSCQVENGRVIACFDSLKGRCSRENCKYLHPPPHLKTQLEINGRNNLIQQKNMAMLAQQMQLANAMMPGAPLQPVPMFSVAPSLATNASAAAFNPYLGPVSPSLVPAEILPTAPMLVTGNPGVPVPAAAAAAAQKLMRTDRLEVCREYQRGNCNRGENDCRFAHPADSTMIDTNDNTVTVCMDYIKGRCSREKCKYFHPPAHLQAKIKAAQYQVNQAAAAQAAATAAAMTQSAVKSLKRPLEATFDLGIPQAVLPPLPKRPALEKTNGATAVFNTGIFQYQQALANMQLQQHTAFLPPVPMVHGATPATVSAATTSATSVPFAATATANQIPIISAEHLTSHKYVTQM
#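 Inhibition of protein-RNA binding appears as loss of TR-FRET between terbium anti-His antibody on MBNL1-His and streptavidin-XL665 on biotin-(CUG)12. Activity is normalized to buffer-only and uninhibited-complex controls.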
# BRCA1 expr act – BRCA1 expression activation | 380,000 tested, 1.1% active | Potency, µM (series often up to 46.1 µM), inactives show at the top dose activation, actives largely listed as activators | AID 624202 | MCF7-BRCA1-FFLuc reporter, luminescence, 48 h; response scale: scaled: vehicle 0%, 10 µM genistein 100%; further: nearly all actives have a fitted effect of over 80% in size; some results filed as inactive show a strong effect at the top dose
#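 Luminescence from a BRCA1-driven firefly luciferase in MCF7 cells was the read-out, taken 15 min after substrate addition following 48 h compound exposure at 37 °C. Data were normalized to a 10 microM genistein control and DMSO vehicle.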
# * hit, by the source's call; u = inconclusive; x = no result given; [ ] = dose if it differs, or a comment. Unless noted, the call rests on the fitted dose curve; in most records, active means well fitted curve in the direction sought with a large enough effect; inconclusive means small, poorly fitted or top-dose-only effect, or another doubt; inactive means no such curve, though single readings can be large; an effect the other way counts as inactive or inconclusive. Potency means the concentration at half of the fitted maximal effect.
SMILES,FLuc modulator,NPC1 promoter act,Rab9 promoter act,uPA generation,RORg inh,ELG1 genotox,Gal4-VP16 FLuc,p53 reactivation,MBNL1 CUG block,BRCA1 expr act
Cc1c(C(=O)Nc2ccc(S(=O)(=O)NCC3CCCO3)cc2)cccc1[N+](=O)[O-] (stereo not given),-1.1%,-2.0%,-3.2%,-4.0%,u,-6.4%,-15.7%,5.2%,17.0%,10.2%
CC(=O)c1cccc(CN2CCC(C(=O)Nc3cccc(-c4ccn[nH]4)c3)CC2)c1,-2.0%,7.4%,-2.4%,2.1%,4.2%,-7.6%,-16.5%,-5.3%,-9.8%,2.9%
O=C(C1COc2ccccc2O1)N1CCN(S(=O)(=O)c2cc(F)ccc2F)CC1 (stereo not given),4.4%,-4.6%,-3.0%,8.9%,x,2.5%,x,1.1%,x,-2.3%
CCOc1cc(S(=O)(=O)NCCc2ccc(OC)c(OC)c2)c(OCC)cc1-n1cnnn1,6.0%,-1.0%,1.2%,x,1.0%,-3.4%,-0.2%,6.8%,-0.5%,1.5%
CC(Sc1nc2cc([N+](=O)[O-])ccc2n1-c1ccc(F)cc1)C(=O)NCc1ccc2c(c1)OCO2 (stereo not given),6.0%,-3.5%,-3.7%,5.3%,22.5%[10 µM],-1.5%,u,4.5%,x,-36.5%
CC1CC(C)CN(C(=O)C2CCCN(S(=O)(=O)c3cccc4nonc34)C2)C1 (stereo not given),4.4%,x,x,-0.4%,18.5%,x,19.5%,x,u,-18.5%
Cc1ccc(C)c(NC(=O)CSc2nc3nc(-c4cccs4)cc(C(F)(F)F)c3c(=O)[nH]2)c1,-5.5%,-1.3%,-6.1%,-6.4%,3.8%,-7.5%,-8.5%,12.3%,25.6%,-42.3%
O=C(NCCNC(=O)c1cnccn1)c1cccc(Cl)c1,-2.8%,0.7%,1.0%,0.0%,16.2%,1.4%,3.9%,0.9%,-3.1%,-12.4%
CCCOc1cccc(OCCSc2nc(C)cc(=O)[nH]2)c1,u,12.2%,22.5%,x,u,-0.2%,3.2%,8.2%,2.0%,64.8%
C#CCNC(=O)C1=C[C@H](c2ccc3c(c2)OCO3)[C@@H](CCCO)[C@H](OCC)O1,-1.2%,3.0%,-3.3%,-0.4%,-3.8%,2.2%,-11.1%,-4.9%,-4.0%,0.0%
CN(C(=O)COC(=O)c1ccc2c(c1)OCO2)C1CCS(=O)(=O)C1 (stereo not given),0.1%,-0.7%,7.9%,3.6%,-3.6%,-8.4%,-1.0%,7.0%,-14.7%,27.4%
COc1ccc(N/N=C(C)/C(=N/O)C(=O)Nc2ccccc2)cc1,u,18.6%,28.9%,-3.5%,6.5%,u,6.2%,10.2%,23.7%,-0.6%
CC(C)N1CCN(Cc2cccn2-c2nccs2)CC1CCO (stereo not given),u,-7.9%,-11.8%,0.8%,u,-3.7%,-11.1%,-2.1%,-10.9%,-7.8%
CCc1noc(C)c1C(=O)Nc1cc(S(=O)(=O)N2CCOCC2)ccc1OC(C)C,2.6%,-1.4%,-2.3%,0.3%,x,4.6%,x,-4.6%,x,-17.5%
O=C(O)c1cccc(C(=O)Nc2cccc(NC(=O)C3CCCO3)c2)c1 (stereo not given),2.13µM*,20.5%,22.4%,-2.7%,-43.0%,-6.2%,-27.8%,-2.2%,-2.4%,-69.9%
Cc1nnc(NCc2ccccc2)c2ccccc12,4.6%,-3.1%,-1.8%,-0.3%,8.6%[1.91 µM],-7.4%,17.5%,x,-0.1%,-13.2%
CCN=C1SC(CC(=O)Nc2ccccc2OCC)C(=O)N1CC (stereo not given),-1.3%,1.7%,-2.7%,x,-22.9%,1.2%,-5.6%,-5.0%,-2.8%,-23.4%
Cc1ccc(-c2csc(NC(=O)c3cccc(N4C(=O)CCC4=O)c3)n2)o1,9.53µM*,0.3%,-3.5%,3.55µM*,u,-1.5%,u,-5.3%,20.0%,11.0%
CC(C)Cn1c(=S)[nH]c2cc(C(=O)O)ccc2c1=O,u,-3.8%,0.0%,-18.9%,-3.3%,0.0%,-1.5%,-0.3%,-6.0%,-1.7%
N#CC(C#N)=C1C=CC=CN1/C(=C\c1ccco1)C(=O)c1ccccc1,-14.7%,-37.2%[inhibitor],-45.3%[inhibitor],7.3%,5.01µM*,-14.2%,1.78µM*,-34.9%[inhibitor],11.7%,-78.4%
O=C(NCc1ccccn1)c1nn(-c2ccccc2)c(=O)c2ccccc12,5.5%,-2.4%,-0.1%,4.6%,18.3%,-4.8%,-17.5%,-2.7%,4.5%,-5.0%
O=C(CSCc1ccccc1Cl)N/N=C/c1ccco1,-3.3%,-1.7%,-17.6%,-15.5%,16.2%,3.8%,22.4%,-3.3%,0.3%,6.5%
CCc1ccc(NC(=O)CN2CCCN(S(=O)(=O)c3ccc(F)cc3)CC2)cc1,1.7%,1.2%,3.1%,-12.6%,u,-13.8%,2.7%,-4.8%,-6.0%,-23.6%
CC(Nc1nc(-c2cccnc2)nc2ccccc12)c1ccc(F)cc1 (stereo not given),0.5%,-3.0%,1.9%,6.8%,5.5%,-0.1%,2.4%,-4.3%,-14.1%,-44.2%
COC(=O)c1cccc(NC(=O)c2cccnc2)c1,1.4%,-1.3%,4.2%,1.3%,-16.2%,0.7%,11.7%,-2.1%,5.3%,-25.6%
SMILES,FLuc modulator,NPC1 promoter act,Rab9 promoter act,uPA generation,RORg inh,ELG1 genotox,Gal4-VP16 FLuc,p53 reactivation,MBNL1 CUG block,BRCA1 expr act
O=C(CN1C(=O)S/C(=C\C=C\c2ccccc2)C1=O)NC1CCS(=O)(=O)C1 (stereo not given),5.36µM*,2.51µM*,2.82µM*,u,0.1%,7.2%[9.26 µM],-25.6%,u,u,u
CC(C)NC(=O)Nc1ccc(Br)cc1Cl,2.6%,1.3%,1.9%,-3.5%,2.8%,-2.1%,7.8%,1.9%,3.0%,-3.4%
CCn1ccc(C(=O)Nc2c(C)nn(Cc3c(F)c(F)c(F)c(F)c3F)c2C)n1,0.4%,-2.4%,2.6%,3.8%,16.0%,-1.5%,0.3%,6.1%,10.7%[11.5 µM],16.0%
CCc1ccc(-n2cc(-c3ccc([N+](=O)[O-])cc3)[nH]c2=S)cc1,0.9%,2.9%,16.8%,4.8%,11.2µM*,-1.5%,u,u,11.3%,-8.7%
O=C(c1cccnc1)C1CCCN(Cc2nc(Cc3ccccc3)no2)C1 (stereo not given),-0.2%,-2.4%,-6.4%,-6.9%,16.5%,-6.8%,5.6%,-1.5%,-15.1%,0.6%
COc1ccc(NS(=O)(=O)/C=C/c2ccccc2)cc1,-2.2%,-1.2%,12.0%,5.3%,u,-1.9%,-0.2%,1.9%,-11.5%,1.2%
COC(=O)c1cc2oc(C)cc2n1CC(=O)Nc1ccc(OC)c(OC)c1OC,-6.1%,-2.0%,3.3%,x,-7.2%,-0.4%,-1.5%,3.9%,-7.6%,x
C#CC(C)(CC)NC(=O)c1cc2cccc(CC=C)c2oc1=O (stereo not given),2.5%,0.1%,2.6%,-4.0%,5.5%,-13.6%,-15.3%,0.3%,x,9.7%
O=C(CSc1ccccc1)Nc1cccc(S(=O)(=O)N2CCCC2)c1,u,3.6%,13.8%,-1.0%,u,-2.2%,u,14.4%,-1.2%,-3.8%
Cc1cc(C(C)(C)C)ccc1OCCN(C)C,0.7%,0.9%,-3.3%,5.4%,-22.8%,3.6%,-1.8%,6.9%,2.6%,-6.2%
Cc1ccc(C)c(-c2cc(C(=O)NN3CCOCC3)c3ccccc3n2)c1,-0.7%,-0.9%,-3.8%,-4.3%,-29.6%,-0.9%,1.5%,-2.4%,3.6%,-14.8%
O=c1nc(N2CCCC2)nc(N2CCCC2)[nH]1,0.3%,0.2%,-3.3%,3.1%,-26.0%,-1.8%,-2.2%,x,-4.0%,-1.6%
CCCS(=O)(=O)N1CCCC(C(=O)NCc2cccnc2)C1 (stereo not given),4.6%,-4.3%,9.0%,1.9%,11.1%,-4.1%,1.4%,7.0%,-3.5%,0.0%
COc1ccc(S(=O)(=O)Nc2cc3c4c(oc3c3ccccc23)CC(C)(C)CC4=O)cc1,2.7%,0.4%,-5.3%,-9.2%,u,-3.9%,-2.1%,7.2%,4.9%,-97.9%[inhibitor]
O=C(/C=C/c1ccco1)NC(=S)Nc1cc(C(F)(F)F)ccc1N1CCOCC1,-1.2%,1.5%,-9.6%,2.8%,6.31µM*,0.1%,u,-14.4%,1.5%,-45.3%
C=CCc1cc(Cl)ccc1OCCNCCOC,-8.0%,8.1%,-1.2%,0.4%,-30.6%,-7.7%,-22.5%,0.3%,-2.6%,-11.0%
O=C(NCc1ccccc1)N1CCC(c2nc3ccccc3[nH]2)CC1,-18.1%,5.2%,5.6%,x,u,-1.7%,-2.9%,-1.7%,1.9%,4.6%
Cc1occc1-c1nnc(SCC(=O)Nc2nccs2)n1CCc1ccccc1,2.2%[2.3 µM],-3.1%,-0.4%,6.6%,-5.1%,-9.1%,12.1%,5.1%,-0.2%,-3.4%

# High-throughput results deposited in PubChem BioAssay by National Center for Advancing Translational Sciences (NCATS).
